Source: PubChem (Broad Institute)
ERp5 block: ERp5 (human) disulfide isomerase inhibition. Q15084. ERp5 insulin aggregation, absorbance 650 nm, 90 min. inhibition, % at 9.99 µM. 350,000 compounds, 0.05% hits;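 active means mean replicate inhibition above about 25%, with every replicate also reaching it, limit read from the data, passing the limit was not always enough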
Target sequence (Q15084 whole entry, looked up): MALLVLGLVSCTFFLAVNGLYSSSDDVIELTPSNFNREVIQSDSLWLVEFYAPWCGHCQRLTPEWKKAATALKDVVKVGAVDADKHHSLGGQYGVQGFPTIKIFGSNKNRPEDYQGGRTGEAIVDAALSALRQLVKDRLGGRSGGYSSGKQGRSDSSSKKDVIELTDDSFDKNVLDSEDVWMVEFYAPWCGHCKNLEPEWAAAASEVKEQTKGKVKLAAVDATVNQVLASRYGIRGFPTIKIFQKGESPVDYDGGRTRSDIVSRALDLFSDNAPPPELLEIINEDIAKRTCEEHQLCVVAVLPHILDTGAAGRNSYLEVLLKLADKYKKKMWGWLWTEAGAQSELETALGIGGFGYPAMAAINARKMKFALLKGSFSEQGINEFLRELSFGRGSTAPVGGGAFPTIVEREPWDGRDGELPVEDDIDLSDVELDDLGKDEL
Cneo AK release: Cryptococcus neoformans lysis via adenylate kinase release; C. neoformans lysis, adenylate kinase release luminescence, 4 h; normalised: neutral wells 0, clomiphene wells 100; lysis activity, % at 15 µM; 360,000 compounds, 0.2% hits;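 active means mean lysis activity across replicates of at least 80%, whatever share of replicates individually reach that level; inactive means mean lysis activity below 80%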
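Material – log-phase Cryptococcus neoformans yeast cells · Input – 5 × 10^6 yeast cells/mL · Medium – fresh YPD growth medium · Doses – single compound concentration per well · Timing – static 4 h at 37 °C with compound, 1 h detection · Detection – adenylate kinase release luminescence · Read-out – signal increase indicating cell lysis · Control set – Clomiphene as positive lysis control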
ARNT-TACC3 inh: ARNT/TACC3 interaction disruption. Q9Y6A5. AlphaScreen His-ARNT PAS-B/GST-TACC3 binding, luminescence; TACC3 fragment carries E629A point mutation. inhibition, % at 9.99 µM. 390,000 compounds, 0.66% hits. AID 623870;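 active means mean inhibition of replicates at least 50% and at least half of replicates each reaching 50%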;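 further: 0% = complete ARNT plus TACC3 wells and 100% = ARNT alone without TACC3; many hits fall short of the cut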
miR-122 sensor: inhibitors of miR-122 in Huh7 cells | Huh7 miR-122 Renilla luciferase sensor, 48 h; neutral wells = 0, positive control = 100 | activation (reporter increase), % at 12.5 µM | AID 602342 | 340,000 compounds, 0.3% hits;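 active means mean replicate activation score at least 90 and every replicate individually at or above 90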;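 further: higher luciferase means less miR-122 activity so hits act as miR-122 inhibitors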
esBAF inh: inhibitors of esBAF chromatin remodeling in mouse ES cells; Bmi1-luciferase knock-in reporter, 24 h; 100% = twice the neutral-well signal; 350,000 compounds, 2% hits; reporter increase, % at 12.5 µM; AID 602393; in the data active means activation above about 40%;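 further: 0% = median of the plate's neutral control wells and 100% = double that signal; a rise in the Bmi1 reporter signal indicates esBAF inhibition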
Statin myotox sup: suppression of simvastatin myotoxicity. C2C12 myotubes + simvastatin, ATP luminescence, 48 h; scaled: DMSO 0, geranylgeraniol control 100. rescue of ATP level, % at 7.49 µM. 330,000 compounds, 0.78% hits. AID 602340;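 active means mean ATP rescue above about 67%, or every replicate alone reaching that limit, limit read from the data, passing the limit was not always enough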;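 further: myotubes were challenged with 10 µM simvastatin during compound exposure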
SIRT5 block: sirtuin-5 (human) deacylase inhibition; Purified SirT5, succinyl-peptide AMC, trypsin-coupled fluorescence; Q9NXA8; inhibition, % at 15 µM; 330,000 compounds, 1.1% hits; in the data active means inhibition above about 15%
Target sequence (Q9NXA8 whole entry, looked up): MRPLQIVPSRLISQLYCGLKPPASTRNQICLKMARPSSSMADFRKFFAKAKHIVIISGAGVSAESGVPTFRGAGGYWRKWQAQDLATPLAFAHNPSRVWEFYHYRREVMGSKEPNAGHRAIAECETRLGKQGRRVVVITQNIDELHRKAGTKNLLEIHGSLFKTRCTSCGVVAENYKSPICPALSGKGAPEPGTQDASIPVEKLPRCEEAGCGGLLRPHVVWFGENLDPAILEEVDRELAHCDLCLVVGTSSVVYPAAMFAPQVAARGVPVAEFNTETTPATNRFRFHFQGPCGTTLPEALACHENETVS
* hit, by the source's call; nt = no result given; & = joins results of further samples; [ ] = dose if it differs, or a comment.

SMILES	ERp5 block	Cneo AK release	ARNT-TACC3 inh	miR-122 sensor	esBAF inh	Statin myotox sup	SIRT5 block
N#Cc1cccc(Oc2ccc(S(=O)(=O)N3CCCC3)cn2)c1	-1.1	-1.6	-1.8	-0.9	nt	-2.1	5.3
O=C(CCCc1nc2ccccc2s1)Nc1nccs1	nt	1.9	1.0	14.0	14.9	0.5	nt
Cc1nc2c3c4c(sc3n3c(SCC(=O)NCc5ccco5)nnc3n2n1)COC(C)(C)C4	nt	1.6	12.8	-7.0	11.0	nt	nt
COc1cccc(CC2(CO)CCCN(CC3=Cc4cc(OC)ccc4OC3)C2)c1 (configuration not stated)	-0.2	nt	13.5	nt	nt	nt	-1.8
CN(C)c1ccc(C(=S)N2CCCC2)cc1Br	-0.8	1.7	-4.2	-4.3	-0.2	-2.3	-0.5
N#Cc1ccc(C(=O)OCC(=O)NC2CCCC2)cc1	8.6	3.9	8.5	-1.6	6.1	1.2	-6.5
CN(C)CC(=O)N1CC[C@H]2[C@@H]1c1cc(Br)ccc1N(C)[C@H]2CO	nt	8.8	13.3	-7.2[16.7 µM]	-2.3	-8.8	nt
Cc1ccccc1NC(=O)OCc1cccnc1Oc1ccc(Cl)cc1	-1.0	-0.4	-6.1	-1.1	-14.3	9.0	4.2
CCOC(=O)C1NN=C(C(=O)c2ccccc2)C1c1ccc(Cl)cc1 (configuration not stated)	-8.7	1.1	-0.1	nt	-2.0	nt	0.5
CS(=O)(=O)Nc1cccc(C2=NN(C(=O)c3ccco3)C(c3ccco3)C2)c1 (configuration not stated)	-11.1	1.6	8.9	15.5	10.2	-51.6	4.0
CC(=O)Nc1ccc(NC(=O)CSc2ccc3nnc(CCNC(=O)c4ccccc4)n3n2)cc1	-2.7	nt	-2.2	nt	nt	nt	-1.8
Cc1ccnc2nc(C(=O)Nc3nnc(CC(C)C)s3)nn12	nt	1.9	0.4	-6.8	7.8	6.9	nt
O=C(NCc1cc(C(F)(F)F)cc(C(F)(F)F)c1)C1CC(c2ccc(C(F)(F)F)cc2)=NO1 (configuration not stated)	5.4	-0.2	0.1	nt	-2.9	-24.4	-3.2
c1ccc(-c2nc(-c3cccnc3)cs2)cc1	-0.4	-3.0	7.6	2.0	52.5*	-4.1	-2.5
C/C(=C\C(=O)O)C12CC3CC(CC(C3)C1)C2	nt	2.0	-4.8	4.2	nt	nt	nt
O=C(C[C@H]1C[C@H]2c3cc(NC(=O)NC4CCCC4)ccc3O[C@H]2[C@@H](CO)O1)NCc1ccc(Oc2ccccc2)cc1	0.2	20.3	-9.5	-3.1[16.7 µM]	2.7	5.2	2.6
O=C(C1=C[C@@H](c2ccc3c(c2)OCO3)C[C@@H](OCc2ccc(CO)cc2)O1)N1CCOCC1	0.3	12.0	-4.1	nt	0.0	1.0	nt
CCCN(C(=O)c1c(CC)noc1C)c1c(N)n(Cc2ccccc2)c(=O)[nH]c1=O	7.2	2.4	0.9	0.6	-3.9	-10.3	0.9
Clc1ccc2c(c1)-c1[nH]ncc1CS2	2.3	nt	2.6	nt	nt	nt	-2.5
CCOC(=O)c1sc2nc(NC(=O)C(C)(C)C)sc2c1C	-4.6	-2.3	0.2	5.0	25.1	-13.9	2.9
CCOC(=O)C1=C(c2ccccc2)NC(=O)NC1c1ccc(N(C)C)cc1 (configuration not stated)	-2.1	0.0	9.5	9.6	5.6	-0.3	-1.7
CCCC(=O)Nc1ccc(N2CCN(C(=O)CCC)CC2)cc1	nt	-2.4	-1.1	1.2	6.5	3.4	nt
CCOc1ccc(NC(=S)N(CCc2c(C)[nH]c3ccc(C)cc23)Cc2ccco2)cc1	-2.3	-0.3	5.6	-1.6	-6.7	-1.7	-2.0
Cn1nc(-c2ccc(N3CCCCC3)c(NC(=O)c3ccco3)c2)c2ccccc2c1=O	nt	nt	11.4	14.5	13.8	34.6	nt
C[C@@H]1CN([C@@H](C)CO)C(=O)c2cc(NC(=O)Nc3ccc4c(c3)OCO4)ccc2O[C@@H](C)CCCCO[C@H]1CN(C)Cc1ccc(C(=O)O)cc1	3.6	0.1	-3.7	9.4[16.7 µM]	3.7	nt	-3.6
COc1ccccc1N1CCN(C(=O)c2ccc(Cl)c(S(=O)(=O)NCc3ccco3)c2)CC1	nt	-0.4	nt	79.8	-0.3	-6.2	nt
C[C@H](CO)N1C[C@H](C)[C@H](CN(C)S(=O)(=O)c2cccs2)Oc2ncc(C#Cc3ccccc3)cc2C1=O	1.8&11.5	1.5&-9.2	0.6&0.4	-10.7&-1.3[16.7 µM]	-4.5&-3.7	8.8	5.8&-1.2
CCC(=O)N1CCc2cc(Br)cc(S(=O)(=O)N3CCC(C(=O)NC(C)(C)C)CC3)c21	6.8	0.3	12.1	4.8	-2.7	-34.7	-0.8
CCCC(=O)NC(=S)Nc1ccccc1C(=O)OC	nt	-7.4	2.3	-4.2	-1.0	-9.5	nt
CN(C)C=NC(=O)c1cccn1-c1ncc(C(F)(F)F)cc1Cl	1.5	nt	-1.2	nt	nt	nt	1.7

Reprinted from the part before: 5 compounds; new compounds follow.
SMILES	ERp5 block	Cneo AK release	ARNT-TACC3 inh	miR-122 sensor	esBAF inh	Statin myotox sup	SIRT5 block
COc1ccccc1N1CCN(C(=O)c2ccc(Cl)c(S(=O)(=O)NCc3ccco3)c2)CC1	nt	-0.4	nt	79.8	-0.3	-6.2	nt
C[C@H](CO)N1C[C@H](C)[C@H](CN(C)S(=O)(=O)c2cccs2)Oc2ncc(C#Cc3ccccc3)cc2C1=O	1.8&11.5	1.5&-9.2	0.6&0.4	-10.7&-1.3[16.7 µM]	-4.5&-3.7	8.8	5.8&-1.2
CCC(=O)N1CCc2cc(Br)cc(S(=O)(=O)N3CCC(C(=O)NC(C)(C)C)CC3)c21	6.8	0.3	12.1	4.8	-2.7	-34.7	-0.8
CCCC(=O)NC(=S)Nc1ccccc1C(=O)OC	nt	-7.4	2.3	-4.2	-1.0	-9.5	nt
CN(C)C=NC(=O)c1cccn1-c1ncc(C(F)(F)F)cc1Cl	1.5	nt	-1.2	nt	nt	nt	1.7
CCCOc1ccc(C(=O)NNC(=S)NC(=O)c2cc(-c3ccccc3)nc3ccccc23)cc1	nt	-4.1	-6.9	0.3	nt	nt	nt
O=C1C(=O)N(c2nccs2)C(c2ccccc2)/C1=C(\O)c1ccc2c(c1)OCCO2 (configuration not stated)	nt	4.0	2.3	nt	21.1	-19.7	nt
CC(C)NC(=O)N(C)C[C@@H]1OCCCC[C@@H](C)Oc2ccc(NC(=O)CCC(F)(F)F)cc2C(=O)N([C@@H](C)CO)C[C@H]1C	0.3	-0.7	-8.1	-8.0[16.7 µM]	nt	nt	2.4
Cc1ccc2oc(C(=O)N(Cc3ccccc3)C3CCS(=O)(=O)C3)c(C)c2c1 (configuration not stated)	0.7	-0.4	0.6	-2.3	nt	nt	2.1
C[C@H]1CN([C@@H](C)CO)C(=O)c2cccc(NC(=O)NC3CCCCC3)c2O[C@H]1CN(C)S(C)(=O)=O	7.9	-1.2	-2.5	-4.0[16.7 µM]	-3.3	-8.9	-2.7
Cc1cccc(NC(=O)COC(=O)COc2ccc3c(c2)CCC3)c1	-1.6	0.1	nt	-2.4	-3.5	5.0	-2.4
O=c1[nH]c(-c2ccc(-c3cccc(Cl)c3)o2)nc2ccccc12	0.4	-1.7	0.1	-1.2	57.8*	-39.2	nt
COc1ccc(NC(=O)N(C)C[C@H]2Oc3ccc(NC(=O)Nc4cccc5ccccc45)cc3C(=O)N([C@H](C)CO)C[C@H]2C)cc1	-3.4	51.3	-1.8	3.7[16.7 µM]	7.7	nt	0.6
O=C(CN1CCN(c2ccccn2)CC1)Nc1ccc(Br)cc1	-1.7	7.1	-15.5	-8.5	-3.9	-7.5	-1.9
CC(=O)Nc1ccc(C(=O)c2ccccc2)cc1	nt	-0.3	-9.0	0.1	8.9	-3.2	nt
Cc1cc(NC(=O)Cn2c(=O)oc3ccc(Cl)cc32)no1	-1.9	-0.6	-2.3	7.0	-3.0	-4.5	-3.9
C[C@H](CO)N1C[C@H](C)[C@@H](CN(C)C)Oc2cc(-c3ccccc3)ccc2S1(=O)=O	-1.0	52.5	-4.4	11.5[16.7 µM]	0.6	22.8	-1.1
O=C(Nc1ccccc1)c1ccccc1CSc1ccccc1	-7.9	0.8	6.3	nt	8.3	-7.6	nt
O=c1c(O[C@@H]2O[C@H](CO)[C@@H](O)[C@H](O)[C@H]2O)c(-c2ccc(O)cc2)oc2cc(O)cc(O)c12	nt	2.0	-1.4	-0.5	-2.7	6.0	nt
COc1cc(OC)c(OC)cc1/C=N/Nc1ccc(Cl)nn1	0.5	-4.1	-7.0	-3.2	-3.6	-0.9	-1.8
CC(=O)O[C@H]1CC[C@@]2(C)C(=CC[C@H]3[C@@H]4CC[C@H](C5(C)OCCO5)[C@@]4(C)CC[C@@H]32)C1	nt	1.1	-3.8	-1.5	-4.0	20.6	nt
O=C(CC12CC3CC(CC(C3)C1)C2)NCc1ccncc1	nt	-3.4	5.5	4.1	-1.6	31.0	nt
Cc1cc(C=C2C(=O)c3ccccc3C2=O)c(C)n1-c1cccc(C(=O)O)c1	3.3	-1.8	11.3	3.3	nt	nt	10.4
O=C1Cc2ccccc2C(=O)N1OCc1ccc(Cl)cc1	-1.6	nt	-6.0	9.8	12.9	-2.1	0.3
CCOC(=O)c1cc(-c2ccccc2)n(CCC(=O)N2CCN(c3ccc(OC)cc3)CC2)c1C	nt	2.3	3.8	9.5	nt	nt	nt
CSc1ccc(S(=O)(=O)Nc2ccc3c(c2)OCCO3)cc1	-1.1	4.4	nt	73.1	10.0	10.9	nt
CCOC(=O)c1c(C)[nH]c(C(=O)COC(=O)c2[nH]c(C)c(C(C)=O)c2C)c1C	nt	-0.7	0.2	1.0	2.2	-5.5	nt
Cc1ccc(NS(=O)(=O)c2ccc(N3C(=O)CCC3=O)cc2)cc1	nt	-1.6	22.5	7.5	2.4	-3.4	nt
CC(C)NC(=O)Nc1ccc2c(c1)C(=O)N([C@H](C)CO)C[C@H](C)[C@H](CN(C)Cc1ccc(C(=O)O)cc1)OCCCC[C@H](C)O2	2.8	-2.7	-10.2	4.6[16.7 µM]	-2.3	nt	1.1
COC(=O)c1cc(OC)nc2ccc(Br)cc12	-1.0	nt	-4.4	nt	nt	nt	-0.3
CC(O)(c1cccnc1)c1nc(-c2cccc(F)c2)cs1 (configuration not stated)	-3.8	-0.8	nt	4.7	4.1	22.5	1.8
COc1cc(CC(=O)OCC(=O)Nc2ncc(Cl)cc2Cl)cc(OC)c1OC	nt	0.3	-1.6	2.4	-1.8	nt	nt
CC(C)c1ccc(NC(=O)CSc2nc3ncccc3[nH]2)cc1	-4.6	16.6	2.3	nt	3.0	-7.2	-4.2
CCOC(=O)CSc1nc2sc(C)c(C)c2c(=O)[nH]1	nt	6.0	-10.6	4.1	-1.3	-7.0	nt
CC(=O)NCCc1nc2ccccc2[nH]1	-0.6	-0.8	-5.2	-5.5	5.2	nt	-0.4
CN1C(=S)N(c2cccnc2)C(=O)/C1=C\c1ccc(C(C)(C)C)cc1	0.4	nt	2.6	nt	nt	nt	-1.9
Cn1c(=O)c2[nH]cnc2n(-c2ccccc2)c1=O	nt	14.4	8.8	-0.6	-4.7	-4.0	nt
N#Cc1c(-c2ccco2)ccn(Cc2cccc(F)c2)c1=O	1.5	0.7	2.1	-4.4	-6.2	-3.2	-1.8
CCOC(=O)c1cnc2c(OC)cccc2c1NCc1cccnc1	1.6	nt	1.0	nt	nt	nt	-1.3
CCN1CCN(CC(O)COCc2ccccc2)CC1 (configuration not stated)	nt	1.8	-4.4	nt	-0.1	-0.8	nt

Arranged by value in ARNT-TACC3 inh (ascending): some entries from above
molecule | ARNT-TACC3 inh
CCOC(=O)c1cnc2c(OC)cccc2c1NCc1cccnc1 | 1.0
N#Cc1c(-c2ccco2)ccn(Cc2cccc(F)c2)c1=O | 2.1
Cn1c(=O)c2[nH]cnc2n(-c2ccccc2)c1=O | 8.8
